14-3-3 PPI = 14-3-3 gamma protein interaction modulation; FP, 14-3-3gamma / TMR-pS259-Raf peptide binding; inhibition, % at 40 µM; 160,000 tested, 0.19% active; AID 422; in the data active = inhibition above about 30%;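 note: 0% = protein plus tracer without compound and 100% = blank with tracer alone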
Target sequence (P61981 whole entry, looked up): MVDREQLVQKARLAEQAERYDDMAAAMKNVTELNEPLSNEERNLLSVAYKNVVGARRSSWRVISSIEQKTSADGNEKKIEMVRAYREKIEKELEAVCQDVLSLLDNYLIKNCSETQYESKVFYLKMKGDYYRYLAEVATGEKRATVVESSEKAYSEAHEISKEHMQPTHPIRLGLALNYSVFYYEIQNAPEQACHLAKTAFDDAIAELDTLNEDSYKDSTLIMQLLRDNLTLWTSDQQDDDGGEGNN
* hit, by the source's call; & = joins results of further samples.

mol	14-3-3 PPI
O=C(Nc1ccc(Cl)cc1)Nc1ccc(N2CCOCC2)cc1	-10
O=C(Nc1ccc(F)cc1)C1CC(=O)N(c2ccccc2)C(=Nc2ccccc2)S1 (centres undefined)	0
COc1ccc(C)cc1N1C(=O)NC2CC1(C)Oc1ccc([N+](=O)[O-])cc12 (centres undefined)	-18
Cc1cc(C)c2cc(CN(CC3CCCO3)C(=O)NC3CCCCC3)c(=O)[nH]c2c1 (centres undefined)	-9
COCCCNC(=O)c1c[nH]c2ccc(S(=O)(=O)N3CC(C)CC(C)C3)cc2c1=O (centres undefined)	-2
CS(=O)(=O)Nc1ccc2c(c1)nc1n2CCOC1	1
CC1(C)CNC(=O)C=C(c2ccccc2)C1	-3
O=S1(=O)c2cccc3cccc(c23)N1Cc1ccccc1Cl	-13
O=C(O)c1sc(C(=O)O)c2c1OCCO2	2
O=C(CN1N=C(c2ccc(Cl)cc2)CCC1=O)NCc1ccccn1	0
C=C(C)Cn1c(SC(C)C)nc2sc3c(c2c1=O)CCC3	-12
O=[N+]([O-])c1cc2c(cc1C=Nc1ccc3oc(-c4ccc(Br)cc4)nc3c1)OCO2	-16
Cc1ccc(NC(=O)c2cccs2)cc1C	-6
O=C(c1ccc2c(c1)C(=O)N(c1ccncc1)C2=O)c1ccc2c(c1)C(=O)N(c1ccncc1)C2=O	-1
CCOC(=O)N1CCC(Nc2c(N3CCN(c4cccc(C(F)(F)F)c4)CC3)c(=O)c2=O)CC1	10
COc1ccc(C2C(C(=O)NCC3CCCO3)c3ccccc3C(=O)N2C2CCCCC2)cc1 (centres undefined)	-9
COC(=O)CSc1nnc(-c2ccccc2Cl)o1	0
CCN(CC)CCNC(=O)CSc1cc(=O)n(C)c2cc(Cl)ccc12	4
COCc1cc(C)nc2sc(C(=O)OC(C)C)c(N)c12	2
COc1ccc2cnn(-c3nc4ccccc4s3)c(=O)c2c1OC	5
COc1ccc(OC)c(S(=O)(=O)Nc2cccc(C)c2)c1	1
Cc1cc(NC(=O)c2oc3ccccc3c2C)ccc1-n1cnnn1	-10
COC(=O)C(C(=O)OC)c1cc(Br)c2noc3c2c1C(=O)c1ccccc1-3	-57
CCn1c(=O)n(CC(=O)Nc2ccc(C)cc2Br)c(=O)c2ccccc21	-4
O=C1CCCc2c1cc(C(=O)Nc1cccc([N+](=O)[O-])c1)c(=O)n2-c1ccc(Cl)cc1	-2
CCN(CC)c1cc(C)c2cc(NC(=O)Cc3cccc(OC)c3)ccc2n1	-2
CCc1nc2ccccc2c(=O)n1NC(=O)c1c(O)c2ccccc2[nH]c1=O	-7
CC1=C(C(=O)Nc2cc(C(F)(F)F)ccc2Cl)C(c2ccc(C)cc2)C2=C(CCCC2=O)N1 (centres undefined)	10
NC(=S)c1ccc[n+]([C@@H]2O[C@@H](COP(=O)([O-])OP(=O)(O)OC[C@H]3O[C@@H](n4cnc5c(N)ncnc54)C(OP(=O)(O)O)[C@H]3O)C(O)C2O)c1 (some centres undefined)	5
C/C(N)=C(/C#N)C(=O)CSc1nnnn1-c1ccc(C)cc1C	-14
CCOC(=O)c1c[nH]c2c3c(ccc2c1=O)CCCC3	-19&-53
COc1ccc(Cl)cc1NC(=O)CN(C)S(=O)(=O)c1cccs1	-10
COCc1nn2c(N)c(C#N)cnc2c1-c1ccccc1	1
COc1ccc(-c2nc3cc(NC(=O)Cc4ccc(Cl)cc4)ccc3o2)cc1OC	4
Cc1ccc(C(=O)O)c(C(=O)Nc2nc(C)cs2)c1	-7
CN(C1CCCCC1)S(=O)(=O)c1ccc2c(c1)N(CC(=O)NC1CCCCCC1)C(=O)CS2	1
COc1cccc(NC(=O)CSc2nnnn2-c2ccccc2)c1	-8
O=C1C=C(O)CC(c2ccco2)C1 (centres undefined)	0
COc1ccccc1N1C(=O)c2ccc(-c3nc4cc(Cl)ccc4c(=O)o3)cc2C1=O	-1
O=C(Cc1ccccc1Br)N1CC(=O)N(CCc2ccccc2)C(=O)C1	-10
CC(C)C(NS(=O)(=O)c1cccs1)C(=O)O (centres undefined)	0
CCOc1ccccc1N(C)S(=O)(=O)c1ccc2[nH]cc(C(=O)NCc3cccnc3)c(=O)c2c1	-17
O=C(NCCc1ccccn1)c1ccc(S(=O)(=O)N2CCCCCC2)cc1	1
Cc1ccc(NC(=O)C2CCN(S(=O)(=O)c3ccc(Cl)cc3)CC2)c(C)c1	-5
CCCCCn1c(=O)[nH]c2cc(C(=O)N3CCC(C(N)=O)(N4CCCCC4)CC3)ccc2c1=O	2
O=S(=O)(c1ccc(Oc2ccccc2)cc1)N1CCc2ccccc2C1	-6
O=S(=O)(Nc1ccc2c(c1)OCCO2)c1cccs1	-90
Cc1nn(C)c(C)c1S(=O)(=O)NCc1ccccc1Cl	1
COc1ccc(N2C(=O)c3ccc(C(=O)OCC(=O)c4cccc([N+](=O)[O-])c4)cc3C2=O)cc1	-11
Cc1cc(C)cc(OCC(=O)N2N=C(C3CCCCC3)CC2(O)C(F)(F)F)c1 (centres undefined)	10
CCCCSc1nnc(-c2ccccc2N)c(=O)[nH]1	-7
Cc1ccc(C(=O)Nc2ccccc2)cc1S(=O)(=O)Nc1ccc(I)cc1	1
CCOc1ccc(NC(=O)CN2CCN(C3c4ccccc4-c4ccccc43)CC2)cc1	-4
CCOc1ccc(-c2n[nH]c(C)c2Oc2ccccc2OC)c(O)c1	-10
CCC(SC1=Nc2ccccc2C2=NC(c3ccccc3)C(=O)N12)C(=O)Nc1cccc(C)c1 (centres undefined)	-58
COC(=O)C1=C(C(=O)OC)SC(=C2C(=S)C(C)(C)N(C(=O)CN3C(=O)CCC3=O)c3ccc(C)cc32)S1	15
CC(C)CNS(=O)(=O)c1ccc(CCC(=O)N2CCN(Cc3ccccc3)CC2)cc1	-6
Cc1ccc(N(CC(=O)N2CCCCCC2)S(=O)(=O)c2ccccc2)cc1C	-5
COc1ccc(S(=O)(=O)Nc2cc([N+](=O)[O-])ccc2Cl)cc1	5
OCCNc1ccc2nnc(-c3ccc(Br)cc3)n2n1	-5

The listing continues.
mol	14-3-3 PPI
CCOc1ccc(N=C2NC(=O)SC2CC(=O)OC)cc1 (centres undefined)	-1
CCOC(=O)c1c(N=Cc2ccc([N+](=O)[O-])cc2Cl)sc2c1CCCC2	-3
COC(=O)c1sccc1NC(=O)c1ccoc1C	-6
O=C(CN1C(=O)CSc2cc(S(=O)(=O)N3CCCCCC3)ccc21)NCCc1ccccc1	-30
CCOc1ccc(OCCSc2nc3ccccc3n2CC(N)=O)cc1	-2
COc1ccccc1NC(=O)c1sc2[nH]c(=O)c(C(=O)O)cc2c1N	-19
CCOC(=O)c1c(NC(=O)c2cccc(Br)c2)sc(C(C)=O)c1C	-21
NC(N)=NC(N)=Nc1cccc(Cl)c1	-1
CCN1CCN(S(=O)(=O)c2cc(OC)ccc2OC)CC1	-6
O=C(O)CCc1ccc(-c2cccs2)n1NC(=O)c1ccccc1Br	-17
COc1ccc2c(c1)C1(Nc3ccccc3C(=O)N1Cc1ccccc1)C(=O)N2 (centres undefined)	-49
CCCCNC(=O)CCc1nc2sc3c(c2c(=O)[nH]1)CCCC3	0
COc1ccc(Nc2cc(NCCO)c([N+](=O)[O-])c3nonc23)cc1	-8
CC(=O)Nc1ccc(S(=O)(=O)NCC2CCC(C(=O)N3CCN(c4ccccn4)CC3)CC2)cc1 (centres undefined)	1
Cc1cccc(-n2nc3c(c2NC(=O)CC(C)C)CS(=O)(=O)C3)c1C	-2
Cc1ccc(NC(=O)C2CCN(S(=O)(=O)c3cccc4nonc34)CC2)cc1	-26
CCN=C(Nc1cccc(F)c1)SC1CC(=O)N(c2ccc(OC)cc2)C1=O (centres undefined)	-5&-8
COc1cccc(OCCOCCN(C)CCO)c1	-3
COc1ccc(C2CC(=O)C3=C(C2)NC(C)=C(C(=O)OC2CCCCC2)C3c2cccc(C)c2)cc1OC (centres undefined)	3
COc1ccc(NC2=CC(=NS(=O)(=O)c3cc(C)c(C)cc3C)c3ccccc3C2=O)cc1	-20
O=C(NCCOc1ccc(F)cc1)c1cccc2ccccc12	-4
COc1ccc(/C(O)=C2/C(=O)C(=O)N(CCN(C)C)C2c2ccc(OC)c(OC)c2)c(C)c1 (centres undefined)	-7
CCn1c(=O)n(CC(=O)N2CCN(c3ccccc3F)CC2)c(=O)c2ccccc21	-7
COc1ccc(CNC(=O)c2noc3c2CCCCC3)cc1	-8

Filtered by structure, the entries above with a cyano group (two)
mol	14-3-3 PPI
C/C(N)=C(/C#N)C(=O)CSc1nnnn1-c1ccc(C)cc1C	-14
COCc1nn2c(N)c(C#N)cnc2c1-c1ccccc1	1

Further compounds follow:
mol	14-3-3 PPI
CCCCNC(=O)C1CCC(=O)N1Cc1ccc(F)cc1 (centres undefined)	-5
O=C(NCc1ccc2c(c1)OCO2)Nc1ccc2nsnc2c1	-4
Cc1ccc(S(=O)(=O)N2CCC(C(=O)NCCc3ccc(Cl)cc3)CC2)cc1	3
CCN(CC)c1ccc2cc(C(=O)Nc3ccc(Oc4ccccc4)cc3)c(=O)oc2c1	-17
Cc1nc(N2CCC(C)CC2)c2c(C)c(C(=O)N3CCCC3)sc2n1	7
Cc1cc(C)c(NC(=O)c2cccs2)c(C)c1	-2
CCOc1ccc2nc(NC(NC(=O)CC)(C(=O)OC)C(F)(F)F)sc2c1 (centres undefined)	6
COc1cc(OC)c(NC(=O)CCc2nc(-c3cccs3)no2)cc1Cl	-11&-2
O=C(Nc1cccc2nsnc12)C(c1ccccc1)c1ccccc1	-37
Cc1ccc(CNC(=O)c2cc(=O)[nH]c3ccccc23)cc1	-11
O=C1CC(c2ccccc2)CC2=C1C(c1ccc(O)cc1)Nc1ccc(C(=O)c3ccccc3)cc1N2 (centres undefined)	-3
COCCN1C(=S)NC2c3cc(C)ccc3OC1(C)C2C(=O)Nc1ccc(C)cc1C (centres undefined)	4
CC12C(=O)N(c3cccc([N+](=O)[O-])c3)C(=O)C1C1C=CC2C1 (centres undefined)	-1
CCOC(=O)c1cnc(-n2nc(C)cc2C)nc1NCc1ccc2c(c1)OCO2	-5
COc1ccc(C2C(C(=O)Nc3ccc(F)cc3)=C(C)NC3=C2C(=O)CC(c2ccccc2)C3)c(OC)c1 (centres undefined)	7
COc1ccc(NC(=O)CSc2ccc(C(F)(F)F)cc2[N+](=O)[O-])cc1	4
COc1ccc(Br)cc1CN1CCC(N2CCN(CCO)CC2)CC1	-2
O=C(CN1CCOCC1)N1CCCc2c1c(=O)oc1ccc(OCc3ccccc3)cc21	-4&-6
CC1CCCC(C)N1CC(O)COc1ccc([N+](=O)[O-])cc1 (centres undefined)	7
COc1cccc(NC(=O)CSc2nccn2-c2cccc(C)c2)c1	-6
CCSc1nnc2c(n1)OC(c1ccc(OC(C)=O)cc1)N(C(C)=O)c1ccccc1-2 (centres undefined)	4
O=C(c1ccc(F)cc1)N1CCN(c2ccc(F)cc2)CC1	-1
CCCn1c(C(O)c2cc(OC)c(OC)c(OC)c2)nc2ccccc21 (centres undefined)	2
COc1cc(C2N=C(c3ccccc3)NO2)cc(Br)c1O (centres undefined)	5

Retrieved by compound from above (5):
mol	14-3-3 PPI
CC12C(=O)N(c3cccc([N+](=O)[O-])c3)C(=O)C1C1C=CC2C1 (centres undefined)	-1
O=C(CN1CCOCC1)N1CCCc2c1c(=O)oc1ccc(OCc3ccccc3)cc21	-4&-6
CCSc1nnc2c(n1)OC(c1ccc(OC(C)=O)cc1)N(C(C)=O)c1ccccc1-2 (centres undefined)	4
CCCn1c(C(O)c2cc(OC)c(OC)c(OC)c2)nc2ccccc21 (centres undefined)	2
COc1cc(C2N=C(c3ccccc3)NO2)cc(Br)c1O (centres undefined)	5

Shown with each value named: entries from further up
> CCCn1c(C(O)c2cc(OC)c(OC)c(OC)c2)nc2ccccc21 (centres undefined)
  14-3-3 PPI: 2

> COc1cc(C2N=C(c3ccccc3)NO2)cc(Br)c1O (centres undefined)
  14-3-3 PPI: 5

(list continues)
mol	14-3-3 PPI
NC(=O)CSc1c[nH]c2ccccc12	0
O=C1CN(c2ccc(Cl)cc2)C(=O)N1	-12
CSCC[C@@H](C(=O)Nc1ccc2c(c1)OCCO2)N1Cc2ccccc2C1=O	-7
CCOC(=O)c1c(C)c(C(=O)NCCCN2CCCC2=O)c(C)n1CC	-10
O=C(Oc1cccc(-n2cnnn2)c1)c1sc2ccccc2c1Cl	-11
Cc1cccc(NCc2nc3ccccc3n2CCOc2ccccc2C)c1	-2
CCCOC(=O)C(C)Oc1ccc2c3c(c(=O)oc2c1)CCC3 (centres undefined)	-7
CC(=O)c1c(C)oc2ccc(NS(=O)(=O)c3ccccc3)cc12	-6
COc1cccc(-c2cc(C(=O)Nc3cnn(Cc4ccc(F)cc4)c3)no2)c1	-7&-12
COc1cc(C(=O)Oc2ccc3c(OC)c4ccoc4nc3c2OC)cc(OC)c1OC	-3
CCC1CCCCN1Cc1nc2c(c(=O)n(C)c(=O)n2C)n1Cc1ccccc1 (centres undefined)	6
Cc1ccc(OCC(=O)Nc2cc(-c3nn(C)c(=O)c4ccccc34)ccc2N2CCCCC2)cc1	-2

3 consecutive entries already listed, for reference:
mol	14-3-3 PPI
NC(=O)CSc1c[nH]c2ccccc12	0
O=C1CN(c2ccc(Cl)cc2)C(=O)N1	-12
CSCC[C@@H](C(=O)Nc1ccc2c(c1)OCCO2)N1Cc2ccccc2C1=O	-7

Assay outcomes from PubChem BioAssay.

A portion of the library. The share of hits here may be higher or lower than overall.
